Source: PubChem BioAssay
Mtb RmlCD inh = M. tuberculosis RmlC/RmlD coupled enzyme inhibitors, primary screen, biochemical, compound mixtures, 384-well, from 1536-well plates; dTDP-4-dehydrorhamnose reductase (Mycobacterium tuberculosis (strain ATCC 25618 / H37Rv)) …; RmlC+RmlD coupled enzyme assay, percent inhibition; primary screen in compound mixtures; inhibition, % at 3.6 µM; hit rate 0.03% among 160,000; AID 1533, 2009; in the data active means inhibition mostly above about 34%, no sharp cut-off; inconclusive means no clear call, values can overlap the other calls; inactive means mostly below about 22%; further: some results filed as inactive read as strong as hits
Target sequence (P9WH09 whole entry, looked up): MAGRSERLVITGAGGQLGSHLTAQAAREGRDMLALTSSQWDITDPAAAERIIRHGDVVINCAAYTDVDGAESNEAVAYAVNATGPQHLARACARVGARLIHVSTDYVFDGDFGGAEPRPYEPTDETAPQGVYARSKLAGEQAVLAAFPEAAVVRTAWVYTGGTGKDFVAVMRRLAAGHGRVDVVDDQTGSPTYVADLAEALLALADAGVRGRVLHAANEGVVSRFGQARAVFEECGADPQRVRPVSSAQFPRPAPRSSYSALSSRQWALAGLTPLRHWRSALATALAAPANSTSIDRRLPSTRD
Target sequence (P9WH11 whole entry, looked up): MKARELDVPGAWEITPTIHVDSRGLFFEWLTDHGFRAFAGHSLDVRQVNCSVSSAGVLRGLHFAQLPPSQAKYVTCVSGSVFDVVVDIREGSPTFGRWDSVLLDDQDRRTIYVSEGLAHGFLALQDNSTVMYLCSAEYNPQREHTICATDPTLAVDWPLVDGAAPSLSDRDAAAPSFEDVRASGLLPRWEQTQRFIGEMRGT
GlmU inhibition = inhibition of mycobacterial GlmU enzyme – biochemical, glucosamine-1-phosphate acetyltransferase (AID 1376); Bifunctional protein GlmU (Mycobacterium tuberculosis (strain ATCC 25618 / H37Rv)); M. tuberculosis GlmU acetyltransferase enzyme assay; higher % means a stronger effect; inhibition, %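 (tested at 30 µM in the primary screen)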; hits with a dose series show IC50 in µM; hit rate 0.25% among 220,000; in the data active means inhibition above about 13%; inconclusive means no clear call, values can overlap the other calls;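 further: 0% = complete reaction with vehicle and 100% = reaction without substrate; strong numbers were not always called active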
An asterisk follows results filed as active; ? = inconclusive; . = no result given.

No. | compound | Mtb RmlCD inh | GlmU inhibition
1 | CCOc1cc(C2CC(=O)N3CN(C4CCCCC4)CSC3=C2C#N)ccc1O (stereo not drawn) | 8 | -2.6%
2 | CC1(C)CC(NC(=O)c2c(N)no[n+]2[O-])CC(C)(C)N1 | -10 | -3.2%
3 | CCOC(=O)Cc1csc(NS(=O)(=O)c2ccc3c4c(cccc24)C(=O)N3CC)n1 | -7 | 3.7%
4 | O=S(=O)(Cc1noc(-c2ccc(OC(F)(F)F)cc2)n1)c1ccc(F)cc1 | -13 | -3.0%
5 | CC/C=C/C(=O)N1CC2(CC(c3cccc(NC(=O)CC)c3)=NO2)C[C@H]1C(N)=O (stereo partly drawn) | -16 | 2.3%
6 | O=C(c1ccccc1)N1CCN(C(=O)c2ccc3c(c2)OCCO3)CC1 | 2 | 4.6%
7 | NC(=NCCc1c[nH]c2ccccc12)NS(=O)(=O)c1cc(F)ccc1F | 1 | 2.3%
8 | COC(=O)C1=C(C)N(CCCCCC(=O)O)C(=O)NC1c1ccccc1 (stereo not drawn) | . | 2.0%
9 | CCOc1ccc(S(=O)(=O)N(C)c2ccc(OCC(=O)N3c4ccc(C)cc4C4CN(C)CCC43)cc2)cc1 (stereo not drawn) | . | -7.3%
10 | OC(CSc1ccc(F)cc1)CN1CCN(c2ccccc2)CC1 (stereo not drawn) | -9 | -6.0%
11 | Cn1c(-c2cc3c(C(F)(F)F)nn(C)c3s2)n[nH]c1=S | -6 | 7.7%
12 | Clc1cccc(-c2nc(NCC3CCCO3)c3ccccc3n2)c1 (stereo not drawn) | 3 | 0.8%
13 | Fc1cccc(Cc2noc(CN3CCN(c4cnccn4)CC3)n2)c1 | . | 0.5%
14 | CCO[C@@H]1OC(C(=O)N2CCOCC2)=C[C@H](c2coc3ccccc3c2=O)[C@H]1CCCO | . | -0.5%
15 | O=C(O)CCc1nnc(SCC(=O)Nc2cccc(C(F)(F)F)c2)[nH]c1=O | 5 | .
16 | CCOC(=O)c1cc(C)n(S(=O)(=O)c2ccc(C)cc2)c1C | -3 | 2.6%
17 | Cc1cccnc1NC(=O)C1CCN(S(=O)(=O)c2cccs2)CC1 | -5 | 0.5%
18 | O=C(Oc1ccc(/C=N/O)cc1)c1ccccc1 | . | 3.5%
19 | Cc1ccc(S(=O)(=O)C2(C(=O)Nc3ccc4c(c3)OCO4)CC2)cc1 | . | 7.5%
20 | COc1ccc(OC)c(NC(=O)C2C3CCC(O3)C2C(=O)O)c1 (stereo not drawn) | . | -1.6%
21 | COc1cccc(CNc2cccc(C(F)(F)F)c2)c1O | -7 | -0.9%
22 | COc1ccc(Cc2nnc(NC(C)=O)s2)cc1 | 0 | -2.3%
23 | C=CCn1c(SCC(=O)Nc2c(C)nn(Cc3ccccc3)c2C)nnc1C(O)c1ccccc1 (stereo not drawn) | . | 2.2%
24 | CC(C)N(Cc1nc(COc2ccccc2)no1)Cc1nccn1C | -7 | 2.0%
25 | CN(C)CCCNC(=S)N(Cc1cccs1)Cc1cc2cc3c(cc2[nH]c1=O)OCCO3 | -15 | 5.5%
26 | CCn1c(-c2ccco2)n[nH]c1=S | 1 | 0.8%
27 | O=C(NCCn1cccn1)c1ccc(OC2CCN(CCc3ccccc3)CC2)cc1 | . | 0.2%
28 | COc1cnc(-c2ccccc2)nc1Oc1ccccc1C | . | -0.2%
29 | CS(=O)(=O)c1cnc(-c2ccccc2)nc1-c1ccc(Cl)c(Cl)c1 | -11 | -0.1%
30 | c1ccc(C(c2ccccc2)c2nc(-c3cccnc3)no2)cc1 | 4 | -5.4%

An excerpt of these results, field by field.
(9) CCOc1ccc(S(=O)(=O)N(C)c2ccc(OCC(=O)N3c4ccc(C)cc4C4CN(C)CCC43)cc2)cc1 (stereo not drawn)
  Mtb RmlCD inh = .
  GlmU inhibition = -7.3%
(10) OC(CSc1ccc(F)cc1)CN1CCN(c2ccccc2)CC1 (stereo not drawn)
  Mtb RmlCD inh = -9
  GlmU inhibition = -6.0%

(listing goes on)
No. | compound | Mtb RmlCD inh | GlmU inhibition
31 | C=CCNc1nc(Nc2ccc(Cl)cc2)nc(OC)n1 | -11 | -4.8%
32 | COc1ccc(CSc2nc(C)cc(C)c2C#N)cc1 | -11 | -2.2%
33 | CC(Oc1ccc2ccccc2c1)C(=O)NNC(=S)NC(=O)c1ccco1 (stereo not drawn) | . | -2.6%
34 | c1cc2n(c1)-c1c(ccc3c1OCO3)CNC2c1ccc2c(c1)OCO2 (stereo not drawn) | -8 | -7.9%
35 | COc1ccc(C)cc1NC(=O)C12CCC(C)(C(=O)O1)C2(C)C (stereo not drawn) | . | -3.0%
36 | COc1ccc(CCNC(=O)Cn2c([N+](=O)[O-])cnc2C)cc1OC | -7 | 0.6%
37 | Cc1ccc(/C(O)=C2/C(=O)C(=O)N(Cc3ccco3)C2c2cccs2)cc1 (stereo not drawn) | 2 | 5.1%
38 | CCCc1nc(-c2cc3cc(C)ccc3[nH]c2=O)no1 | 8 | -7.7%
39 | CN(C)CCCNc1cc(C(C)(C)C)nc2c(-c3ccccc3)cnn12 | 10 | -17%
40 | O=c1c2[nH]c3ccc(F)cc3c2ncn1CC1CCCO1 (stereo not drawn) | 12 | -4.4%
41 | COc1ccc(C(=O)Nc2ccc3c(c2)C(=O)c2ccccc2C3=O)cc1OC | -13 | 1.0%
42 | COC(=O)C1C(O)CCC2CN3CCc4c([nH]c5ccccc45)C3CC21 (stereo not drawn) | . | -3.8%
43 | CC(=O)NC(=S)Nc1ccc(S(=O)(=O)N(C)Cc2ccccc2)cc1 | 2 | -1.7%
44 | COc1cccc(-c2csc(N3CCN(C(=O)Nc4ccc(F)cc4)CC3)n2)c1 | . | 0.0%
45 | COC(=O)c1c(NC(=O)Cn2cnc([N+](=O)[O-])n2)sc2c1CCC(C)C2 (stereo not drawn) | . | 3.0%
46 | Cc1ccc(S(=O)(=O)NCCCN(C)C)cc1 | . | -3.1%
47 | O=C(C1=C[C@H](C2CCCCC2)C[C@H](OCc2ccc(CO)cc2)O1)N1CCN(Cc2ccccc2)CC1 | . | 0.1%
48 | CCN(CC)S(=O)(=O)c1ccc(C(=O)N2CCN=C2SCc2cccnc2)cc1 | 8 | 1.4%
49 | Cc1cc(C)c2c(CC(=O)NC(C)C)coc2c1 | 5 | 2.8%
50 | CCCCn1c(SCC(=O)Nc2cc(C)[nH]n2)nc2ccsc2c1=O | 4 | -3.8%
51 | Cc1c(-c2ccccc2)n[nH]c1C(=O)NN | . | 1.1%
52 | Cc1cccn2cc(CCNS(=O)(=O)c3cccs3)nc12 | -7 | 4.1%
53 | COc1ccc2[nH]c(=O)c(CN(CCCN(C)C)C(=O)Nc3ccccc3)cc2c1 | -6 | 1.0%
54 | COc1cc(S(=O)(=O)n2ccc(C)n2)c(OC)cc1Cl | 10 | 5.8%
55 | CCCCn1c(SCC(=O)Nc2ccc3c(c2)CCC3)nc2ccccc2c1=O | -6 | 0.9%
56 | O=C(NCc1ccccc1Cl)c1ccc(CSc2nc3ccncc3[nH]2)cc1 | . | -5.9%
57 | CCCCCn1cnc2sc(-c3ccccc3)cc2c1=O | 0 | 2.6%
58 | COc1cccc(-c2nnc(SCc3cccnc3)o2)c1 | . | 2.9%
59 | CN(c1ccc(C(=O)NCc2ccco2)cc1)S(C)(=O)=O | -2 | 0.2%
60 | CC(C)N(CC#CCC(O)(c1ccccc1)c1ccccc1)CCO | -9 | 3.4%
61 | CCC(C)NC(=O)Nc1ccccc1F (stereo not drawn) | -1 | 3.0%
62 | Nc1cc(=O)[nH]c(SCC(=O)Nc2ccccc2Sc2ccc(Cl)cc2)n1 | -14 | -1.9%
63 | COc1cccc(C(=O)Nc2cccc(-c3nnc(-c4ccco4)o3)c2)c1 | . | -4.9%
64 | Cc1cc2c(c(=O)n1Cc1ccccn1)C(c1ccc3c(c1)OCO3)C(C#N)=C(N)O2 (stereo not drawn) | 9 | 2.3%
65 | CCCc1ccc(OCC(O)CN2CCN(c3ccccc3)CC2)cc1 (stereo not drawn) | 6 | 1.4%
66 | CCCc1nnc(N2C(=O)c3cccc4cccc(c34)C2=O)s1 | 39 | 0.6%
67 | Cc1csc(SCC(=O)Nc2sc3c(c2C#N)CCC3)n1 | . | 1.6%
68 | CC(Sc1nnc(Cc2cccs2)n1C1CCCCC1)C(N)=O (stereo not drawn) | -11 | -0.9%
69 | COc1ccc(-n2c(=S)[nH]c3cc(C(=O)Nc4ccccc4OC)ccc3c2=O)cc1 | . | -2.0%
70 | COc1ccc(C2OC(=O)C(C)(C)C(=O)C2(C)C)cc1OC (stereo not drawn) | -11 | 5.8%
71 | CC1(C)CC(=O)N(c2ccccc2)C1(C)O (stereo not drawn) | ? | -4.2%
72 | C=CCn1c(SCC(=O)C(C)(C)C)nnc1-c1cccs1 | 11 | 2.9%
73 | COc1cc(NC(=O)C2CCC(CNc3c(N4CCCCC4)c(=O)c3=O)CC2)cc(OC)c1 (stereo not drawn) | 7 | -0.4%
74 | O=C(COC(=O)Cc1ccc(F)cc1)NCc1ccco1 | 7 | -4.1%
75 | COC(=O)c1cn(C(=O)c2ccccc2F)nc1N | . | 0.2%
76 | COc1ccc(CN(C(=O)c2nsc(Cl)c2Cl)C(C(=O)NC2CCCC2)c2ccc(OC)cc2)cc1 (stereo not drawn) | 4 | -5.2%
77 | CCn1c(SCc2ccc(F)cc2)nnc1C1CCN(S(=O)(=O)c2ccc(OC)cc2)CC1 | 12 | 2.8%
78 | CC(C)(C)NC(=O)C(=O)NNC(=O)COc1ccccc1 | 4 | 9.6%
79 | Cc1cc(S(=O)(=O)NCCCN2CCOCC2)ccc1F | -3 | 2.4%
80 | Cc1nc2ccccn2c1C(=O)NN | 20 | 1.4%
81 | O=C(C1CCN(S(=O)(=O)c2cccnc2)CC1)N1CCN(C2CCCC2)CC1 | 7 | 3.4%
82 | O=C(CN1C(=O)c2ccccc2C1=O)N1CCN(C(=O)c2ccco2)CC1 | . | -6.2%
83 | Cc1cc(Cl)cc(Cl)c1OCCOc1cccc2cccnc12 | . | 1.8%
84 | O=C(CSc1nnc(Nc2ccccc2F)s1)c1cc2ccccc2o1 | . | 6.6%
85 | CC(=O)c1sc(Nc2cccc(C)c2)nc1C | 6 | -8.9%
86 | O=c1c2ccccc2cnn1CCOc1ccccc1 | -10 | -4.2%
87 | CCCn1c(C(C)C)n[nH]c1=S | -6 | 7.3%
88 | CCSc1nnc(C)c2ccccc12 | . | 0.0%
89 | COc1cccc(C(C2=C(O)CC(C)(C)CC2=O)C2C(=O)CC(C)(C)CC2=O)c1 (stereo not drawn) | . | -0.8%
90 | Cc1noc(C)c1CSc1nc2ccccc2n1CCc1ccccc1 | 10 | -1.9%

New compounds follow
No. | compound | Mtb RmlCD inh | GlmU inhibition
91 | O=c1c2ccccc2cnn1Cc1n[nH]c(=S)n1-c1ccccc1 | . | 4.5%
92 | COc1ccc(/C=N/Nc2nc(-c3ccc(Cl)cc3)cc(C(F)(F)F)n2)cc1OC | -13 | -0.1%
93 | Cc1nnc(SCC(=O)Nc2ccc(N(C)C)cc2)n(N)c1=O | -8 | 5.9%
94 | CCC(C)NC(=O)Cn1c(=O)n(CCCC(=O)NCc2ccccc2Cl)c(=O)c2ccccc21 (stereo not drawn) | . | 2.5%
95 | COC(=O)CC1=C(C(=O)OC)C2(C(=O)Nc3c(C)cccc32)C(C#N)=C(N)O1 (stereo not drawn) | . | 2.8%
96 | O=[N+]([O-])c1ccc(Cl)cc1NCCCN1CCOCC1 | 6 | -3.7%
97 | O=C(O)/C=C/c1cn(-c2ccccc2)nc1-c1cc2ccccc2o1 | . | -0.9%
98 | CCN1CCN(c2ccc(NC(=O)c3cccnc3)cc2Cl)CC1 | 2 | 4.2%
99 | COC(=O)c1cc(Cl)c(NS(=O)(=O)c2ccccc2)cc1OC | . | 0.2%
100 | CC(C)(C)CC(=O)Nc1ccc(Nc2ccccc2)cc1 | 5 | 4.7%
101 | CCOC(=O)N1CCC(Nc2c(OCC)c(=O)c2=O)CC1 | . | 2.7%
102 | Cc1cc(N2CCN(C/C=C/c3ccccc3)CC2)n2ncnc2n1 | . | -2.4%
103 | O=C(C[n+]1ccccc1)Nc1nc2ccccc2s1 | -10 | -0.2%
104 | CC(C)(C)c1ccc(N/N=C(\C#N)S(=O)(=O)C(C)(C)C)cc1 | 8 | 4.3%
105 | CC1CCN(C(=O)COC(=O)c2cc3ccccc3cc2O)CC1 | -4 | 5.3%
106 | COc1ccc(-n2cnnc2SCC(=O)Nc2cc(S(=O)(=O)N3CCCCC3)ccc2C)cc1 | 6 | 2.6%
107 | COC(=O)c1ccc(COc2cc(O)c3c(c2)OC(C)(C)CC3=O)cc1 | . | 0.8%
108 | COC(=O)c1cc(NC2c3ccccc3C(=O)N2c2ccc(Cl)cn2)cc(C(=O)OC)c1 (stereo not drawn) | -14 | 2.0%
109 | Cc1ccc(C(=O)NCCN(C)C)c(C)c1 | . | -3.6%
110 | CN(C(=O)c1ccccc1C(=O)c1ccccc1)C1CCS(=O)(=O)C1 (stereo not drawn) | . | 3.2%
111 | CSc1nc(=S)cc(C)[nH]1 | 4 | 3.3%
112 | c1ccc(CN(Cc2ccco2)C(c2ccncc2)c2nnnn2C2CCCC2)cc1 (stereo not drawn) | . | 1.8%

Record cards (already shown). Order of screens: Mtb RmlCD inh | GlmU inhibition
CC(C)(C)CC(=O)Nc1ccc(Nc2ccccc2)cc1 in the list: 5 | 4.7%
CCC(C)NC(=O)Cn1c(=O)n(CCCC(=O)NCc2ccccc2Cl)c(=O)c2ccccc21 (stereo not drawn) in the list: . | 2.5%
CSc1nc(=S)cc(C)[nH]1 in the list: 4 | 3.3%

The list is partial; the hit share may differ from the screen's.
